INS-1E GSIS act: GLuc luminescence reporter in INS-1E cells, primary screen for activators of glucose-dependent secretion of insulin | AID 743287, 2014 | actives 0.61% (n = 370,000) | activation, % at 16.6 µM | INS-1E GLuc reporter insulin secretion, 2-3 h;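 active means lowest replicate activation of at least 40%, so every replicate reaches that level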;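 further: 0% = median of neutral control wells and 100% = median of IBMX positive control wells; some compounds called inactive have numbers as strong as hits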
FN deposit inh: inhibitors of fibronectin matrix deposition, primary screen, AH1F cells, Alexa488-fibronectin fluorescence, plate reader; AH1F fibroblasts, overnight; actives 0.086% (n = 350,000); inhibition, % at 12.6 µM;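 active means mean inhibition across replicates of 30% or more, regardless of how many single replicates reach that level; inconclusive means mean under 30% yet at least half of replicates reach 30%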;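 further: positive control wells lacked labelled fibronectin entirely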
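material = AH1F fibroblast monolayer depositing Alexa488-labelled fibronectin into matrix | amount = 10000 AH1F cells/well | buffer or medium = DMEM plus 2% serum, read in PBS | incubation = 1 h cell adhesion before compound, then overnight fibronectin incubation | detection = fluorescence at 485 nm excitation, 525 nm emission | evaluation = percent inhibition as loss of matrix-bound fibronectin fluorescence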
DENV2 CPE rescue: inhibitors of DENV2 cytopathic effect, primary screen, cell-based, plate reader, single concentration; CPE inhibition, % at 9.99 µM; actives 1.7% (n = 350,000); AID 651640, 2012; DENV2-infected cells, cytopathic effect rescue; in the data active means CPE inhibition above about 20%, passing the limit was not always enough; inconclusive means no clear call, values can overlap the other calls; tested in BHK-21 cells;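 further: 0% = median of neutral control wells and 100% = median of positive control wells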
CFTR F508del cor: F508del CFTR correction, initial screen, CFBE line, single point; activity (quench increase), % at 7.58 µM; CFBE cells, YFP halide quenching; stimulated with forskolin plus potentiator P3; % fluorescence drop versus neutral controls; actives 0.36% (n = 350,000);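 active means mean added fluorescence quench of at least 8% versus neutral control, with both replicates also reaching 8%; inconclusive means only one of the mean or replicate conditions met; inactive means mean below 8% and not both replicates reaching 8%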;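 further: cells transiently co-express mutant CFTR-F508del with the halide-sensitive YFP; corrector assay measuring rescue of mutant channel to the surface after 24 h compound exposure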
PAX8 reporter: inhibitors of PAX8-driven TPO luciferase reporter, primary screen, RMG-I cells, single concentration; SteadyGlo, 24 h; inhibition, % at 12.6 µM; actives 1.2% (n = 360,000);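 active means mean replicate inhibition at least 60% with every replicate also reaching 60%; inconclusive means only one of the two criteria is met; inactive means mean below 60% and not all replicates reaching 60%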;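 further: luciferase light reporting Pax8 driven TPO promoter activity; plate controls were median of neutral control wells for no effect and mitoxantrone controls for full effect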
EWS-Fli inh: EWS/Fli-driven NR0B1 reporter inhibitors, primary screen, A673 cells, NR0B1 luciferase, luminescence, MLPCN library; viability-normalised; inhibition, % at 12.6 µM; actives 0.67% (n = 350,000); AID 651661, 2012;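 active means mean inhibition of at least 50% after viability correction, with every replicate also passing that limit; inconclusive means mean reaches 50% but only one of two replicates passes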;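 further: firefly luciferase signal divided by Alamar Blue viability fluorescence both relative to DMSO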
miR-122 sensor: miR-122 Renilla sensor signal increase in Huh7, primary screen, miR-122 inhibitor project, cell-based, single point, plate reader | activation (reporter increase), % at 12.5 µM | AID 602342, 2012 | Huh7 miR-122 Renilla luciferase sensor, 48 h; neutral wells = 0, positive control = 100 | actives 0.3% (n = 340,000);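 active means mean replicate activation score at least 90 and every replicate individually at or above 90; inconclusive means only one of the two criteria met; inactive means neither criterion met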;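 further: higher luciferase means less miR-122 activity so hits act as miR-122 inhibitors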
An asterisk follows results filed as active; u = inconclusive; x = not tested or not shown; [ ] = remark or other dose.

1) CCC1CCCCN1CC(C)(C)NS(=O)(=O)c1ccccc1 (configuration not stated)
2) CCOC(=O)c1sc(N2C(=O)C(O)=C(C(=O)c3ccc(C)o3)C2c2cccc([N+](=O)[O-])c2)nc1C (configuration not stated)
3) CO[C@@H]1CN(C)C(=O)c2cc(NC(=O)c3cc(C)on3)ccc2OC[C@H](C)NC[C@H]1C
4) COc1ccccc1C(=O)N/C(=C/c1ccc(Br)cc1)C(=O)NCCCn1ccnc1
5) COc1ccccc1C1NC(=O)NC(C)=C1C(=O)OCC1CCCCC1 (configuration not stated)
6) Cc1cc(C(=O)Nc2cccc3c2O[C@@H](CN(C)Cc2ccccc2)[C@H](C)CN([C@H](C)CO)C3=O)n(C)n1
7) CCOc1ccc(N/C=C/C(=O)c2cc(OC)c(OC)c(OC)c2)cc1
8) O=C(Cn1ccc2ccccc2c1=O)N1CCN(Cc2ccc3c(c2)OCO3)CC1
9) Cc1onc(-c2ccccc2)c1C(O)c1ccc(F)cc1 (configuration not stated)
10) CC(C)(C)N1C(=O)c2ccccc2NC(=O)C1C(=O)NCc1ccco1 (configuration not stated)

Screen / compound no.,1,2,3,4,5,6,7,8,9,10
INS-1E GSIS act,38.0,24.3,12.0,-6.4,-25.0,0.0,-5.4,x,-7.6,8.1
FN deposit inh,2.4,x,-14.5,-1.5,-3.8,x,8.8,1.1,2.8,x
DENV2 CPE rescue,u,5.3,-4.0,6.1,-11.6,12.9,-3.6,x,1.0,-0.3
CFTR F508del cor,3.0,1.6,-3.2,0.5,0.9,1.4,5.7,x,-2.0,3.6
PAX8 reporter,10.9,7.0,-12.4,-2.9,-7.7,12.7,-15.0,-0.5,-2.4,4.6
EWS-Fli inh,7.3,x,-8.3,-1.1,16.3,9.8,7.4,x,-11.3,-14.0
miR-122 sensor,-11.2,0.8,x,39.4,-2.4,9.1[16.7 µM],2.6,-2.0,7.6,x

11) CCCN(CCC)CC(C)(C)NS(=O)(=O)c1ccc(Cl)cc1
12) CCOC(=O)c1ccc(S(=O)(=O)NNC(=O)Cc2csc(C)n2)cc1
13) CCOC(=O)c1c(NC(=S)Nc2cccc(C)c2)sc2c1CC(C)(C)SC2
14) Cc1ccc2c(=O)n3c(nc2c1)C(CC(C)C)NC(=O)c1ccc(Cl)cc1-3 (configuration not stated)
15) O=C(C1CCCO1)N1CCN(C(=S)Nc2cc(F)cc(F)c2)CC1 (configuration not stated)
16) CCCN1C[C@@H](C)[C@H](OC)CN(C)C(=O)c2ccc(NC(=O)c3ccc(F)cc3)cc2OC[C@@H]1C
17) COC(=O)c1ccc(CSc2nnc(-c3ccncc3)n2Cc2ccccc2)o1
18) O=C(CC1CC1)N1CC(=O)N2[C@@H](CO)[C@H](c3ccc(-c4ccccc4)cc3)[C@@H]2C1
19) COc1ccc(CN(C)C[C@@H]2Oc3ccc(NS(=O)(=O)c4ccccc4)cc3CC(=O)N([C@@H](C)CO)C[C@@H]2C)cc1
20) CCCCn1c(N)c(N(CC(C)C)C(=O)CCS(=O)(=O)c2ccc(C)cc2)c(=O)[nH]c1=O

Screen / compound no.,11,12,13,14,15,16,17,18,19,20
INS-1E GSIS act,x,-0.6,10.7,-2.5,-15.8,-12.0,x,19.5,6.9,-2.9
FN deposit inh,-0.3,1.0,-16.2,-0.9,-11.2,-2.0,3.3,x,x,1.3
DENV2 CPE rescue,3.7,1.6,6.2,-13.2,-4.2,x,x,-3.6,-7.4,-3.3
CFTR F508del cor,6.2,-5.1,x,0.9,0.0,3.3,x,-2.6,-3.1,-0.1
PAX8 reporter,-0.2,2.1,15.7,-7.2,x,-10.9,3.6,-39.9,x,7.9
EWS-Fli inh,2.3,3.8,9.8,4.2,x,-7.2,x,-4.6,-3.9,3.4
miR-122 sensor,3.5,x,x,x,x,-0.7[16.7 µM],8.1,x,-7.3[16.7 µM],x

21) CCc1noc(C)c1C(=O)N(CC(C)C)c1c(N)n(Cc2ccccc2)c(=O)[nH]c1=O
22) CCN(CC)S(=O)(=O)c1cccc(C(=O)N[C@H](C(=O)OCC(N)=O)C(C)C)c1
23) COc1ccc(NCC(=O)N/N=C/C=C/c2ccccc2[N+](=O)[O-])cc1
24) COCCCNC(=O)CC1C[C@H](C(=O)N2CCCCC2)[C@@]2(CCc3ccccc3)c3[nH]c4ccccc4c3CCN2C1=O (some centres not stated)
25) CCOc1ccc(CC(=N)C2=C(O)CC(C)(C)CC2=O)cc1OCC
26) Cc1nn(CCCC(=O)O)c(C)c1[N+](=O)[O-]
27) Cc1ccc2c(c1)sc1nc(=O)ccn12
28) CCOc1cc(C=O)ccc1OCC(=O)N1CCCC1
29) O=C(COc1ccccc1Cc1ccccc1)Nc1cccnc1
30) CC(C)NC(=O)Nc1ccc2c(c1)C(=O)N([C@H](C)CO)C[C@H](C)[C@@H](CN(C)Cc1ccc(Cl)c(Cl)c1)O2

Screen / compound no.,21,22,23,24,25,26,27,28,29,30
INS-1E GSIS act,-2.7,x,0.9,-6.2,-5.3,x,1.7,3.0,-7.4,5.5
FN deposit inh,5.0,5.9,16.0,4.0,9.0,5.8,-3.0,-4.3,5.6,-5.0
DENV2 CPE rescue,u,x,2.4,-2.8,x,-4.1,-3.2,-2.6,-7.7,-4.5
CFTR F508del cor,-1.9,x,2.8,2.5,x,1.2,-2.2,-0.2,-1.2,0.6
PAX8 reporter,-4.4,-0.2,13.3,-8.8,0.6,0.3,-24.6,-5.4,-9.0,4.9
EWS-Fli inh,-3.5,x,9.1,-2.4,x,0.7,-8.0,2.1,-2.0,5.9
miR-122 sensor,-1.3,-1.4,2.0,3.6,133.0*,x,9.2,x,-5.4,-1.5[16.7 µM]

Arranged by length of the SMILES (largest number first): part of the list above.
3) CO[C@@H]1CN(C)C(=O)c2cc(NC(=O)c3cc(C)on3)ccc2OC[C@H](C)NC[C@H]1C
14) Cc1ccc2c(=O)n3c(nc2c1)C(CC(C)C)NC(=O)c1ccc(Cl)cc1-3 (configuration not stated)
5) COc1ccccc1C1NC(=O)NC(C)=C1C(=O)OCC1CCCCC1 (configuration not stated)

Screen / compound no.,3,14,5
INS-1E GSIS act,12.0,-2.5,-25.0
FN deposit inh,-14.5,-0.9,-3.8
DENV2 CPE rescue,-4.0,-13.2,-11.6
CFTR F508del cor,-3.2,0.9,0.9
PAX8 reporter,-12.4,-7.2,-7.7
EWS-Fli inh,-8.3,4.2,16.3
miR-122 sensor,x,x,-2.4

The list continues:
31) CCCNC(=O)N1C[C@H]2[C@@H](c3ccccc31)[C@H](CO)N2C(=O)NCCC
32) CCCC#Cc1ccc2c(c1)O[C@H](CN(C)C(=O)NC(C)C)[C@@H](C)CN([C@@H](C)CO)S2(=O)=O
33) CCN(CC(=O)Nc1ccc(NC(C)=O)cc1)C(=O)c1ccc(N2CCCC2)c([N+](=O)[O-])c1
34) CC(=O)N1CCN(S(=O)(=O)c2cccc(C(=O)N(Cc3ccccc3)c3ccc(C)cc3)c2)CC1
35) O=C(Nc1nccs1)[C@@H]1[C@@H](CO)[C@@H]2Cn3c(cccc3=O)[C@H]1N2C(=O)C1CCCCC1
36) COc1ccc(C(=O)Nc2ccc3c(c2)OC[C@H](C)N(C)C[C@@H](C)[C@@H](OC)CN(C)C3=O)cc1
37) COc1ccc2c3c(n(C)c2c1)[C@H](CO)N(S(=O)(=O)c1ccc(C)cc1)CC31CN(S(=O)(=O)c2ccc(C)cc2)C1
38) COc1ccc(S(=O)(=O)Nc2ccc3c(c2)C(=O)N([C@H](C)CO)C[C@@H](C)[C@H](CN(C)S(=O)(=O)c2ccc(F)cc2)OCCCC[C@H](C)O3)cc1
39) CC(C)NC(=O)Nc1ccc2c(c1)C(=O)N([C@H](C)CO)C[C@@H](C)[C@H](CN(C)C(=O)Nc1ccccc1)O2
40) Cc1noc(C)c1S(=O)(=O)N(C)C[C@H]1Oc2ccc(NS(=O)(=O)c3cn(C)cn3)cc2CC(=O)N([C@H](C)CO)C[C@@H]1C

Screen / compound no.,31,32,33,34,35,36,37,38,39,40
INS-1E GSIS act,7.2,-6.5,10.8,-0.6,-2.2,-0.1,15.1,-8.9,10.4,9.7
FN deposit inh,x,2.8,4.6,4.0,x,0.2,x,x,x,-2.0
DENV2 CPE rescue,6.5,-5.8,3.1,-1.1,10.0,7.9,-4.1,-5.5,1.6,u
CFTR F508del cor,1.8,-2.5,-1.0,-1.5,-1.1,x,1.7,-2.0,-1.5,0.0
PAX8 reporter,-1.6,x,x,5.6,x,-15.0,x,79.0*,-0.3,x
EWS-Fli inh,1.6,-2.4,-3.7,-16.2,2.8,-1.6,11.4,13.3,4.4,-7.7
miR-122 sensor,-28.2[16.7 µM],-1.7[16.7 µM],4.1,3.0,x,0.8[16.7 µM],x,-9.6[16.7 µM],-3.2[16.7 µM],0.7[16.7 µM]

41) CCOC(=O)C1(CCOc2ccccc2)CCN(Cc2ccc(OC)cc2)CC1
42) CCn1nc(C)cc1C(=O)N1CCCC(CCC(=O)NCc2ccccc2F)C1 (configuration not stated)
43) C/C=C/c1ccc([C@@H]2[C@@H](CO)N(C(=O)C3CCCC3)C23CN(C(=O)NC(C)C)C3)cc1
44) COc1ccc(N2C(=O)CC(Sc3nccc(C)n3)C2=O)c(OC)c1 (configuration not stated)
45) COc1ccc(S(=O)(=O)N2CCC3CC2c2c(-c4ccc(C(F)(F)F)cc4)cccc23)cc1 (configuration not stated)
46) O=C(/C=C/c1ccco1)NC(=S)Nc1ccccn1
47) CCCN(CCC)CCOc1cc(C)ccc1C(C)C
48) O=[N+]([O-])c1cc([N+](=O)[O-])c2cc3ccccc3nc2c1
49) O=C1Nc2ccccc2N(C(=O)c2ccc3ccccc3c2)C1c1nc2ccccc2[nH]1 (configuration not stated)
50) CC(=O)N/C(=C/c1ccccc1)C(=O)NCCO

Screen / compound no.,41,42,43,44,45,46,47,48,49,50
INS-1E GSIS act,9.9,-1.1,-22.3,12.5,2.3,x,9.8,-4.0,120.9*,x
FN deposit inh,0.5,x,-12.0,-1.6,-5.5,-4.5,-5.3,2.5,-7.8,10.6
DENV2 CPE rescue,-12.0,12.5,0.0,-4.6,-0.1,x,x,-1.8,-11.4,x
CFTR F508del cor,-0.2,0.4,-0.4,-4.2,-4.5,x,x,-1.4,-4.3,x
PAX8 reporter,28.5,-7.4,-10.6,10.0,19.9,-175.9,4.5,27.3,-20.3,7.3
EWS-Fli inh,14.7,-0.6,-0.2,-1.3,-14.4,x,5.7,72.0*,10.8,x
miR-122 sensor,-16.8,-3.0,x,-2.7,2.8,1.2,x,x,x,1.3

51) COc1ccc(S(=O)(=O)Nc2ccc3c(c2)C(=O)N([C@@H](C)CO)C[C@@H](C)[C@H](CN(C)C(=O)Nc2cccc4ccccc24)O3)cc1
52) O=C(Nc1ccc2c(c1)OCO2)c1cccs1
53) COc1ccc(CCNC(=S)N2CCN(S(=O)(=O)c3ccc(F)cc3)CC2)cc1
54) CCc1ccccc1Oc1coc2cc(O)ccc2c1=O

Screen / compound no.,51,52,53,54
INS-1E GSIS act,-11.8,16.0,25.5,-3.3
FN deposit inh,x,2.2,17.8,6.3
DENV2 CPE rescue,-9.8,x,53.1*,-4.6
CFTR F508del cor,-1.3,x,-0.7,0.1
PAX8 reporter,x,x,-13.3,-7.3
EWS-Fli inh,-7.8,x,-1.2,-15.3
miR-122 sensor,-14.7[16.7 µM],-4.6,5.8,2.1

From PubChem BioAssay
